Bioassay records: PubChem BioAssay, The Scripps Research Institute Molecular Screening Center
ADAM17 inh = inhibits human ADAM17 | recombinant ADAM17, EDANS/DABCYL FRET peptide cleavage | inhibition, % at 6.95 µM | 0.83% of 370,000 active;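 active = inhibition above the mean of compounds lying between control limits plus 3 SD, set per campaign, cut at about 8.5% in these data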;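 also: 0% = DMSO-only wells as the low control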
hcDAF12 agonist = activators of H. contortus DAF-12 nuclear receptor. HEK293 hcDAF-12 lit1-tk-luc reporter, luminescence; 0% DMSO, 100% Δ7-dafachronic acid. activation, % at 6.8 µM. 1.4% of 370,000 active;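 active = activation above the mean of all tested compounds plus 3 SD, cut at about 5.5% in these data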;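 also: 100% = response to 3 µM Δ7-dafachronic acid high control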
GAA850 FXN act = activators of GAA850 frataxin (FXN) promoter. HEK293 lucGAA850 FXN promoter luciferase reporter, 24 h; percent of 10 µM SAHA response. activation, % at 6 µM. 0.56% of 360,000 active. AID 540364;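 active = activation above the average of all compounds screened plus 3 SD, cutoff fixed separately per campaign, cut at about 7.5% in these data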;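 also: 0% = DMSO wells and 100% = 10 µM SAHA wells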
hgDAF-12 ag = activates the H. glycines DAF-12 receptor ligand-binding domain; HEK293 GAL4-hgDAF12 UAS-luciferase reporter, agonist luminescence; normalized to butyrate control; activation, % at 6.8 µM; 1.8% of 370,000 active;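 active = activation above a cutoff set at the mean of all screened compounds plus 3 SD, cut at about 10% in these data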;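 also: 0% = DMSO wells and 100% = sodium butyrate wells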
ADAM10 inh = ADAM10 inhibition, QFRET primary screen | inhibition, % at 7 µM | O14672 | recombinant ADAM10, EDANS/DABCYL FRET peptide cleavage, 3 h | AID 720582 | 0.62% of 370,000 active;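 active = inhibition above a per-campaign cutoff equal to the mean of compounds falling between control-based bounds plus 3 SD, cut at about 20% in these data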;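 also: 0% = DMSO wells while the 100% control is not disclosed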
DAX1 inh-1 = inhibitors of human orphan nuclear receptor DAX1 (NR0B1). AID 504766. 0.99% of 340,000 active. P51843. HEK293 Gal4-DAX1 luciferase reporter, luminescence. inhibition, % at 6.75 µM;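 active = inhibition above the mean over all tested compounds plus 3 SD, cut at about 4.2% in these data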;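 also: 0% = DAX1-transfected cells with DMSO and 100% = empty-vector control cells with DMSO; inhibition shows as a rise in luminescence from relieved DAX1 repression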
PLC-beta3 inh = blocks human PLC-beta3 enzyme activity. inhibition, % at 12.2 µM. 0.18% of 370,000 active. Q01970. Purified PLC-beta3, fluorogenic substrate, fluorescence. AID 720704; in the data active = inhibition above about 11%;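 also: 0% = median of compound wells on plate and 100% = full blocker control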
PLC-gamma1 inh = blocks human PLC-gamma1 enzyme activity | P19174 | purified PLC-gamma1, fluorogenic substrate, fluorescence | inhibition, % at 12.2 µM | 0.84% of 370,000 active | AID 720700; in the data active = inhibition above about 9.5%
Target sequence (P19174 whole entry, looked up): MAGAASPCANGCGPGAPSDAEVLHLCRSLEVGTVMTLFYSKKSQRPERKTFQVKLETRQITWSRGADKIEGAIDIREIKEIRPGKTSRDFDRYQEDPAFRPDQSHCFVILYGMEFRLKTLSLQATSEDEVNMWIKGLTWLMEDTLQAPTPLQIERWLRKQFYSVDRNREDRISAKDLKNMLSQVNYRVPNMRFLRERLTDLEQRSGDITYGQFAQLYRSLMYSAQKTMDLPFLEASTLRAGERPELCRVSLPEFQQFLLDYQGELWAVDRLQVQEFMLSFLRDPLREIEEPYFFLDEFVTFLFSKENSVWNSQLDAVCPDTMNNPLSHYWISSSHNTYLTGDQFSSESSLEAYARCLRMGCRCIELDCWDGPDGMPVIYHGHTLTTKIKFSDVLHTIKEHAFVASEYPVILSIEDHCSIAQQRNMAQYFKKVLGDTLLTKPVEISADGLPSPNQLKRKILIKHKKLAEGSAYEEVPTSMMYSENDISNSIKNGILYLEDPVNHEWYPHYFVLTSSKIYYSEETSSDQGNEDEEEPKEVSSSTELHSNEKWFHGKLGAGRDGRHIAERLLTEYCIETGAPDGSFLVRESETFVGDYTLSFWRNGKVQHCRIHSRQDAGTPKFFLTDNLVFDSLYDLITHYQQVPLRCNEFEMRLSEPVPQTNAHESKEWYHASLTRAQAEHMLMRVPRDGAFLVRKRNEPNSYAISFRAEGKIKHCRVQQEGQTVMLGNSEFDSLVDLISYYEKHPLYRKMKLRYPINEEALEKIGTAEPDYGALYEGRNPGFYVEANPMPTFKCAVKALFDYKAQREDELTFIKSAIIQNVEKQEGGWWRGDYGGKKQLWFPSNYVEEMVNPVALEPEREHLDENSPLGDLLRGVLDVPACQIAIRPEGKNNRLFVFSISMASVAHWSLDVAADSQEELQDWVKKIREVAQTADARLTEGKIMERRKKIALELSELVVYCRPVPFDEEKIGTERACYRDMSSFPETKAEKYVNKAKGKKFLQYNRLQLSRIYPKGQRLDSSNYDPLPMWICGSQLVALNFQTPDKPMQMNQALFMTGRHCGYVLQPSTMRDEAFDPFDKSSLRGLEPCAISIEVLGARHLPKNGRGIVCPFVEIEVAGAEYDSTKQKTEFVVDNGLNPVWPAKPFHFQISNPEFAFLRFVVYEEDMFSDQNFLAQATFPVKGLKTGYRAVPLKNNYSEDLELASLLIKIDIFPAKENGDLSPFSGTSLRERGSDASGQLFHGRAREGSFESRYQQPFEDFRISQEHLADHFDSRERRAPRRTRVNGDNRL
DAX1 inh-2 = inhibitors of DAX1 repression of SF-1 activated StAR promoter. inhibition, % at 6.8 µM. HEK293T StAR-luciferase reporter, SF-1/DAX-1 repression relief. AID 652010. 1.1% of 370,000 active;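 active = inhibition above the mean over all tested compounds plus 3 SD, cut at about 3.6% in these data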;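 also: 0% = DAX-1 cells with DMSO and 100% = cells lacking DAX-1 with DMSO; higher inhibition means more luminescence from relief of DAX-1 repression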
sPLA2-III inh = Blocks human group III sPLA2 activity | Q9NZ20 | QFRET BODIPY PC-A2 liposome hydrolysis, fluorescence | inhibition, % at 12.2 µM | 0.56% of 370,000 active;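 active = inhibition above mean plus 3 SD of compounds lying within the high and low control bounds, cut at about 19% in these data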;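 also: 0% = median of test compound wells and 100% = no enzyme DMSO wells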
ssDAF12 agonist = activators of S. stercoralis DAF-12 nuclear receptor; 1% of 370,000 active; activation, % at 6.8 µM; HEK293 ssDAF-12/GRIP1 lit1-tk-luc reporter, luminescence; % of 3 µM dafachronic acid response;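 active = activation above the mean over all tested compounds plus 3 SD, cut at about 0.9% in these data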;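 also: 0% = DMSO-only wells and 100% = 3 µM delta7-dafachronic acid wells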
* hit, by the source's call; i = inactive; / = not tested or not shown.

Each structure is followed by: ADAM17 inh	hcDAF12 agonist	GAA850 FXN act	hgDAF-12 ag	ADAM10 inh	DAX1 inh-1	PLC-beta3 inh	PLC-gamma1 inh	DAX1 inh-2	sPLA2-III inh	ssDAF12 agonist
1	O=C(Cn1cnc2ccccc2c1=O)NCCC(=O)Nc1ccc2c(c1)OCO2
 : -2	-0.9	1.6	1.3	1	-0.6	-2	0	0.2	-3	-2.1
2	Cc1ccc(F)c(S(=O)(=O)NC(=O)C2(C)CCN2C(=O)C2(c3ccc(Cl)cc3)CC2)c1 (stereo unspecified)
 : -5	-1.5	1.2	1.9	-1	/	-5	-2	0.4	-2	-0.7
3	O=C1CSC(c2ccccc2O)N1Cc1ccccc1 (stereo unspecified)
 : -5	1.8	0.2	-0.6	-15	0.1	-11	-3	-0.1	3	-1.6
4	O=C(NCc1cccnc1)c1cc(C2CCCN(S(=O)(=O)c3ccccc3)C2)on1 (stereo unspecified)
 : -6	-1.2	0.2	-1.7	-12	/	-4	0	-1.8	5	-1.6
5	Cc1sc(N2CCN(S(=O)(=O)c3ccc4c(c3)NC(=O)CO4)CC2)nc1-c1ccccc1
 : -3	0.7	0.2	-2.2	-3	0.7	-42	-21	-1.6	-4	-0.8
6	CC(O)(c1ccccc1)c1nc(-c2cccc(C(=O)O)c2)cs1 (stereo unspecified)
 : -2	3.1	1.4	11*	-8	/	0	0	3.4	4	-0.3
7	CCCCN(CC)C(=O)Cn1ncc2c3ccccc3n(CCC)c2c1=O
 : -22	-1.8	-1.1	-1.8	-66	-0.3	-17	-10	-0.3	-1	-1.9
8	NS(=O)(=O)c1ccc(NC(=O)c2ccc3c(c2)CCN3S(=O)(=O)c2ccccc2)cc1
 : 9	-4.1	3.4	-3.3	12	-1.1	-7	0	-0.9	-32	-1.8
9	COc1cc(S(=O)(=O)NC2CCCCC2C)ccc1Cl (stereo unspecified)
 : 2	0.4	2.1	-1.8	4	-0.3	3	0	-0.6	8	-1.4
10	Cc1ccc(C(=O)NCC(=O)OCC(=O)c2c(N)n(C)c(=O)n(C)c2=O)cc1C
 : -3	-1.6	0.1	1.9	-9	0.1	0	0	0.5	-6	-0.7
11	Cc1ncc(CO)c2c1Oc1nc(-c3ccccc3)nc(SCC(=O)N3CCOCC3)c1C2
 : -4	-2.9	-1.7	-1.2	0	-1.2	-8	-3	-0.4	0	-1.0
12	OCc1ccc(N=Nc2ccccc2)cc1
 : -4	2.7	-6.2	13*	4	2.9	6	4	2.1	5	-0.3
13	COc1ccc(C(=O)Nc2ccc(O)cc2C(=O)O)cc1
 : -4	0.7	1.9	-1.0	-2	0.1	1	-1	-0.2	6	-0.9
14	COc1ccccc1NS(=O)(=O)c1cn(C)cn1
 : -2	0.5	0.6	0.1	2	0.4	-2	2	-1.2	2	-0.6
15	COc1ccc(C(=O)NCc2cccnc2)cc1S(=O)(=O)N1CCCc2ccccc21
 : -4	-2.0	1.5	-2.7	-3	-2.0	-2	5	-0.1	-7	-1.4
16	O=C(C1Cc2ccccc2CN1S(=O)(=O)c1ccc(F)cc1)N1CCCCCC1 (stereo unspecified)
 : 0	-1.6	0.0	1.8	5	1.9	1	3	-0.1	1	-1.2
17	COc1ccc2c(-c3ccccc3)cc3nnnn3c2c1
 : -1	-1.4	5.5	-0.3	3	-0.3	-3	-1	-0.6	6	-1.6
18	NC(=O)C(c1ccccn1)c1ncc(C(F)(F)F)cc1Cl (stereo unspecified)
 : 0	-0.3	2.3	1.6	5	-1.0	-1	0	0.1	-1	-1.0
19	CCOC(=O)C1=CCN(S(=O)(=O)c2ccc(Br)cc2)C1c1cccc(Br)c1 (stereo unspecified)
 : 2	-1.3	/	-0.9	-5	/	-6	-1	-1.3	-3	-1.5
20	COc1ccc(-c2noc(N3CCC(C(=O)Nc4ccc(F)cc4)CC3)n2)cc1
 : 2	1.1	-6.4	-4.0	4	0.1	3	2	-1.2	0	-1.3
21	Fc1ccc(/C=N/n2c(C3CCCCC3)n[nH]c2=S)cc1
 : -1	-1.8	3.2	-0.2	3	-0.4	-6	3	-0.1	14	-1.4
22	O=C(N1CCN(CCO)CC1)N1c2ccccc2C=Cc2ccccc21
 : 1	-1.5	1.5	-2.7	-1	0.1	0	1	-0.2	4	-1.7
23	COc1ccccc1C1C2=C(CCCC2=O)N(CC(=O)O)C2=C1C(=O)CCC2
 : -217	-1.8	-0.5	-0.4	i	1.9	-376	-317	0.1	4	-1.3
24	O=C(N/C=N/OCc1ccc(Cl)cc1Cl)NOCc1c(Cl)cccc1Cl
 : 0	-0.9	-0.2	-0.6	5	-0.2	2	3	-0.1	-3	-1.4
25	CCOC(=O)CSC1=C(C#N)C(c2ccccc2OCC)C(C#N)C(=O)N1 (stereo unspecified)
 : -5	-1.6	1.5	1.3	-12	4.2*	-17	-11	1.0	-8	-0.7
26	COc1ccc(NC(=O)CCc2nc3ccccc3c(=O)[nH]2)cc1S(=O)(=O)N1CCCCC1
 : -1	-0.4	0.9	-2.3	-15	1.0	-12	-4	-0.7	4	-0.6
27	COc1ccc(CC(=O)OCC(=O)NC2CCCC(C)C2C)cc1 (stereo unspecified)
 : -3	-0.6	-1.1	0.5	-2	1.7	0	-3	0.7	-2	-0.1
28	O=C(O)CCCN1C(=O)/C(=C/C=C/c2ccco2)SC1=S
 : -5	-1.8	-0.3	-3.9	-10	1.1	-15	23*	0.7	-13	-1.7
29	CCS(=O)(=O)N1CCC(C(=O)N2CCN(Cc3ccccc3)CC2)CC1
 : -2	-0.4	0.4	0.3	1	1.0	2	2	-0.1	2	-0.5
30	Cc1ccc(C)c(NC(=O)CN2C(=O)NC(CCc3ccccc3)C2=O)c1 (stereo unspecified)
 : -9	0.3	-0.4	-0.3	-12	0.6	-1	1	0.4	8	-1.1
31	Oc1c(C=Nc2cccc3nsnc23)ccc2ccccc12
 : -3	2.6	/	-2.2	-3	/	-12	1	-0.9	1	-0.5
32	Cc1cccc(NC(=O)C(C)OC(=O)c2ccccc2NS(=O)(=O)c2cc(C)c(C)c([N+](=O)[O-])c2)c1 (stereo unspecified)
 : 2	0.7	1.4	1.0	10	0.1	3	1	0.2	-7	-0.3
33	O=C1C2C3CCC(O3)C2C(=O)N1c1cccc(O)c1 (stereo unspecified)
 : -3	3.9	2.1	5.0	-7	-1.1	-2	1	0.3	-1	0.9*
34	Cc1nn(C)cc1/C=C1\CCC/C(=C\c2cn(C)nc2C)C1=O
 : -5	-0.6	0.0	-2.4	-8	-1.0	-25	-24	-0.5	-1	-0.5
35	Nc1nc(SCC(=O)Nc2ncc(Cl)cc2Cl)n[nH]1
 : 0	-1.1	0.8	0.2	3	0.7	-8	-2	1.0	-1	-0.9
36	COc1cc2c(cc1OC)C(=O)N1[C@H]3c4ccccc4OC[C@@H]3[C@H](c3ccccc3)[C@]1(C)C(=O)N2
 : 5	0.5	-4.0	-1.3	10	3.3	-5	-2	1.6	5	-0.9
37	Cc1ccnc(NS(=O)(=O)c2ccc(NC(=O)c3oc4ccccc4c3C)cc2)n1
 : -6	-0.3	-0.6	-0.4	-4	-0.2	-20	-5	1.2	-19	-0.8
38	CC1CCN(C(=O)c2ccc3c(c2)NC(=O)CN3)CC1
 : -45	1.7	/	3.0	-77	/	-40	-25	0.1	8	-0.7
39	COC(=O)C1=NN(C(=O)c2ccc(Br)cc2)C(O)(C(C)(C)C)C1 (stereo unspecified)
 : -1	-1.1	-3.2	-0.7	2	-0.9	-8	-3	0.5	1	-1.8
40	Cc1cc(=O)[nH]c2[nH][nH]c(=O)c12
 : -8	-0.3	-1.2	-0.4	-6	0.4	-1	5	0.3	6	-0.2
41	O=C(Nc1ccncc1)C1CCN(S(=O)(=O)c2ccc(Cl)c(C(F)(F)F)c2)CC1
 : -2	-0.8	-0.2	-3.0	-8	-1.1	3	5	-4.4	-10	-1.1
42	CC[C@]12C(=O)N(C)C[C@H]([C@@H]3C(=O)N(C)C(=O)[C@@H]31)N2C(=O)c1ccc(Br)cc1
 : -7	-0.4	0.3	1.3	0	0.4	-1	0	-0.2	5	-1.2
43	CCN(C(=S)Nc1ccc(C(C)=O)cc1)C1CCCCC1
 : 0	-1.9	2.4	-1.9	-6	-0.3	-2	0	-0.5	5	-1.5
44	CCOC(=O)CC(NC(=O)c1ccc(C)cc1)c1ccc(C)cc1 (stereo unspecified)
 : -2	0.1	2.8	1.0	-1	0.0	0	1	-0.5	3	-1.1
45	CSc1nc(N)nc2c1ncn2CC(=O)NCc1ccc2c(c1)OCO2
 : -1	-0.2	1.7	-0.1	2	-2.3	3	3	-0.9	-3	-0.9
46	O=C(N/N=C/c1ccc(O)c(O)c1)c1ccc(CSc2cccc3cccnc23)cc1
 : -31	-0.9	3.2	-2.3	-102	-0.7	-91	-62	-0.5	3	-0.6
47	CSc1nnc(Cn2c(=O)sc3ccccc32)n1-c1ccccc1
 : 0	-1.9	-0.5	0.6	-1	-2.3	1	-2	0.6	3	-0.9
48	CCCN1CCN(C(=O)c2nn(-c3ccc(OC)cc3)c(=O)c3c2c2ccccc2n3C)CC1
 : -3	2.4	5.9	1.1	7	-1.0	-5	-3	0.3	5	-1.0
49	CC(C)(C)C1CCC(OCC(O)CN2CCCC2)CC1 (stereo unspecified)
 : 1	-0.9	2.1	0.3	1	0.8	3	2	0.2	-3	-0.9
50	CN(CC(=O)Nc1ccc(F)cc1)c1ccc(S(=O)(=O)N2CCCC2)cn1
 : -1	1.1	-1.3	-3.9	-1	0.1	-8	-4	0.5	-7	-1.1
51	Cc1ccc(-n2nc(C(=O)NCc3ccco3)c3c4ccccc4n(C)c3c2=O)cc1
 : -8	-1.5	1.3	0.4	-9	1.5	-32	-30	-1.2	0	-0.8
